SR-BI DiI inh – inhibitors of SR-BI mediated HDL lipid uptake, primary screen, ldlA[mSR-BI] cells, fluorescence, single point; actives 0.96% (n = 320,000); ldlA[mSR-BI] CHO cells, DiI-HDL uptake fluorescence, 3 h; inhibition, % at 12.5 µM;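 active = mean replicate inhibition of at least 70% and a set share of replicates each scoring 70 or more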;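 note: 0% = median of neutral control wells and 100% = median of positive control wells; values of inactives mirror those of a sister screen read the other way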
PKA-R1A activ – activators of PKA-R1A holoenzyme, primary screen, biochemical, fluorescence polarization, Cy5-IP20, bovine R1A, mouse PKAc. cAMP-dependent protein kinase type I-alpha regulatory subunit (Bos taurus) + …. PKA-R1A dissociation; scaled: DMSO 0%, 113 µM cGMP 100%. activation, % at 11.4 µM. actives 0.083% (n = 340,000);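 active = percent activation above the mean of all tested compounds plus 3 SD, cut at about 19% in these data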;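 note: higher means more PKAc released from R1A so a rise in polarization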
NSD2 inh – NSD2 histone methyltransferase inhibitors, primary screen, biochemical, AlphaScreen, single concentration, set 2; Histone-lysine N-methyltransferase NSD2 (Homo sapiens), O96028; NSD2 peptide methylation, 120 min; inhibition, % at 12.5 µM; actives 0.54% (n = 310,000); AID 743445, 2014; in the data active = inhibition above about 50%
DSG3 Ab inh – inhibitors of pemphigus antibody binding to DSG3, primary screen, biochemical, bead-based, flow cytometry, scFv-GFP; DSG3-coupled beads, scFv-anti-DSG3-GFP binding; hits give low values; binding (percent of control), % at 10 µM; actives 0.48% (n = 310,000); AID 588358, 2011;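 active = binding more than 3 SD below its plate's average and above zero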;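 note: hits lower antibody fragment binding to DSG3; some compounds called inactive have numbers as strong as hits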
SUMO Mot1 rescue – yeast Mot1-301 growth rescue at high temperature, primary screen, SUMOylation pathway inhibitor project, S. cerevisiae, ATP luminescence, 38.5C. growth rescue, % at 18.8 µM. S. cerevisiae Mot1-301 growth rescue; percent above DMSO median, 100 means doubled. actives 1% (n = 320,000);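 active = every valid replicate shows activation above 250% relative to neutral control wells; inactive = the rest, any valid replicate at or below 250%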;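 note: OY570 slx delta 5 strain wells were the positive control but not used for scaling; some compounds called inactive have numbers as strong as hits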
dFosB activator – activators of delta FosB homodimer, primary screen, biochemical, fluorescence polarization, TAMRA-CDK5 oligo, single point. actives 0.99% (n = 340,000). activation, % at 25 µM. purified delta FosB; percent of positive-control signal above neutral wells;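 active = mean activation above about 17%, with every replicate also reaching it, limit read from the data, passing the limit was not always enough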;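 note: fluorescence polarization rise as delta FosB binds a TAMRA Cdk5 AP-1 oligo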
Target sequence (P13346 whole entry, looked up): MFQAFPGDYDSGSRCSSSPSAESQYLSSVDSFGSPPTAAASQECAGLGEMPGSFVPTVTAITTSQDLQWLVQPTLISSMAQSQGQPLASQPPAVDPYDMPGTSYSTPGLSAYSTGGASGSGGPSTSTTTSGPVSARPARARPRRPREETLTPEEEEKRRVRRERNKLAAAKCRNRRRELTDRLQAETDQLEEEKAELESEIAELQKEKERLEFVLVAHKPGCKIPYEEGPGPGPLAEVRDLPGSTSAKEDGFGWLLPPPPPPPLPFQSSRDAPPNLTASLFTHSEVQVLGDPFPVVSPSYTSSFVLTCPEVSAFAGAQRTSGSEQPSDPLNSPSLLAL
Arrestin-AP2 inh – inhibitors of beta-arrestin/AP2 binding, primary screen, biochemical, GPCR trafficking, flow cytometry. FITC-arrestin peptide / GST-AP2 beads; AP2 beta2 appendage carries R879A mutation. beta-arrestin 1 C-terminal peptide binding to AP2 beta2-adaptin appendage (human). inhibition, % at 10 µM. actives 0.31% (n = 340,000);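 active = inhibition above a set limit, near 3 SD of compounds lacking own fluorescence, cut at about 54% in these data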;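 note: plate controls were DMSO wells for no effect and 5 µM unlabelled arrestin peptide for full effect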
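test system = AP2 appendage R879A on GSH beads | buffer or medium = PBS plus Tween 20 (0.05%) and BSA (0.1%) | incubation = 12 min plus 1 h, RT | detection = bead flow cytometry, FITC channel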
PKA-R2B act – activators of PKA-R2B holoenzyme, primary screen, biochemical, fluorescence polarization, Cy5-IP20, human; actives 0.079% (n = 340,000); activation, % at 11.4 µM; PKA-R2B holoenzyme dissociation; R2B truncated from residue 108, S112A mutant; 0% DMSO only, 100% 113 µM cGMP; AID 504700, 2011;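 active = activation above a cutoff set at the mean over all compounds plus 3 SD, cut at about 18% in these data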;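 note: higher means more holoenzyme dissociation and a rise in polarization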
Target sequence (P31323 whole entry, looked up, other chains not shown, the tested form may be a part): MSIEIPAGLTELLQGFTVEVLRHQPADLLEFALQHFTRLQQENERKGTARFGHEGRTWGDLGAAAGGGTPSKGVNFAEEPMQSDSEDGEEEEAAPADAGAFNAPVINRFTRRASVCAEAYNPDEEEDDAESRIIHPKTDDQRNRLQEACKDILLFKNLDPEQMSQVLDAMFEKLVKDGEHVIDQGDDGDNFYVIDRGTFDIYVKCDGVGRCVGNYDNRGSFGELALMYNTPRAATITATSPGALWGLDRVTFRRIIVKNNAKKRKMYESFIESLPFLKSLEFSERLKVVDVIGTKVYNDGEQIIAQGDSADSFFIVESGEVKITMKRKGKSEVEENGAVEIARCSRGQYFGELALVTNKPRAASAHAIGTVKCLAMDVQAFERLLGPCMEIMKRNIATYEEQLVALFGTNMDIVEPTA
CDK5 p35 inh – inhibitors of human CDK5/p35 kinase, primary screen, biochemical, single concentration. Recombinant CDK5/p35, ADP-Glo luminescence, 60 min. inhibition, % at 10 µM. actives 0.01% (n = 330,000);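 active = highest replicate inhibition of at least 50% and at least 75% of replicates reaching 50%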;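 note: plate controls were DMSO neutral control for no effect and GW8510 at 10 µM for full effect; many of its hits are not listed in these tables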
SR-BI DiI-HDL act – activators of SR-BI mediated DiI-HDL uptake, primary screen, ldlA[mSR-BI] CHO cells, DiI fluorescence; 3 h; 100 = double the neutral-control signal; activation, % at 12.5 µM; actives 0.096% (n = 320,000); AID 504775, 2011;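 active = mean replicate activation of at least 60% and every replicate at or above 60%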;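 note: 0% = median plate neutral-control signal and 100% = twice that signal; values of inactives mirror those of a sister screen read the other way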
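Test system: SR-BI-overexpressing, LDLR-lacking CHO cells; Also added: labelled HDL, 10 µg/mL; Measured by: bottom-read cell fluorescence after medium removal, ex 550/em 595 nm; Timing: 3 h uptake period with compound, 37 °C; Buffer or medium: F12, 0.5% BSA, 25 mM HEPES; Doses: single compound concentration, delivered by pin transfer.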
MITF act – activators of MITF-driven TRPM1 promoter reporter, primary screen, cell-based, SK-MEL-5, luciferase, single point; activation, % at 12.5 µM; SK-MEL-5 TRPM1-promoter luciferase, 24 h; % of positive control, neutral wells = 0; actives 0.75% (n = 300,000);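 active = mean activation of at least 80% with every replicate also reaching 80%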;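 note: 0% = neutral control wells and 100% = parthenolide positive control wells; values of inactives mirror those of a sister screen read the other way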
The depositor's hits bear a star; · = no result given.

Values in the order – SR-BI DiI inh	PKA-R1A activ	NSD2 inh	DSG3 Ab inh	SUMO Mot1 rescue	dFosB activator	Arrestin-AP2 inh	PKA-R2B act	CDK5 p35 inh	SR-BI DiI-HDL act	MITF act
> CCN(C(=O)C1CCN(S(=O)(=O)c2cccc3nonc23)CC1)c1ccccc1
  -29	-4	·	108	-30	-5	-1	3	-2.4	29	·
> CSc1nc(N2CCOCC2)c2c3c(sc2n1)CCCC3
  -2	8	0	·	-4	-15	4	-10	0.3	2	0
> COc1ccc(CC(=O)O/N=C(\N)Cc2cccc3ccccc23)cc1OC
  18	-1	-2	80	-13	-13	5	1	0.0	-18	-12
> CN(C(=O)CN(CCO)CC(=O)N(C)C(C)(C)Cc1ccccc1)C(C)(C)Cc1ccccc1
  -17	-4	·	130	-13	-9	10	-4	0.0	17	-2
> Cc1ccc(N(Cc2cc3ccccc3[nH]c2=O)S(=O)(=O)c2ccccc2)cc1
  -1	-1	1	102	108	-11	-1	-3	-0.1	1	-6
> COCCNCc1ccc(C(C)C)cc1
  -6	-7	1	83	-4	4	-3	-5	1.3	6	0
> C[C@H](NC(=O)c1[nH]cnc1C(=O)Nc1cccc(Cl)c1)c1ccccc1
  -21	-2	·	100	-13	-2	-1	-1	-2.8	21	-5
> Cc1ccc(OS(=O)(=O)c2ccc(-c3csc(C)n3)s2)c(C)c1
  12	-5	-6	116	-1	-1	11	-13	-0.4	-12	·
> C=CCN1C(=O)NC(c2ccccc2)(C(F)(F)F)S/C1=C(\C#N)c1nnc(N2CCOCC2)n1-c1ccccc1 (stereo not drawn)
  -14	-3	6	98	107	-13	22	3	-1.2	14	-16
> O=S(=O)(NCc1ccccc1Br)c1cccs1
  -15	-6	-5	105	84	3	-12	2	-1.2	15	0
> OCCNC(=S)Nc1ccc(Cl)c(Cl)c1
  -5	-7	-1	99	-11	5	-10	-16	1.8	5	6
> O=C(/C=C/c1ccc2ccccc2n1)c1cc(Cl)ccc1O
  21	-6	-2	118	4	-9	14	-10	0.4	-21	13
> COCCn1c(C)cc(C(=O)CSc2nc3nc(C)cc(C)n3n2)c1C
  -19	-6	1	99	-14	5	32	8	1.2	19	4
> CC1CCC(NC(=O)Cn2ncc3ccccc32)CC1 (stereo not drawn)
  -2	-3	·	102	-19	-13	-1	-14	-0.1	2	60
> CN(C)c1ccc(-c2nc3ccccn3c2/N=C/c2ccc(Br)cc2)cc1
  101*	10	6	101	14	-5	-10	-7	1.7	-101	8
> Cc1cc(Cl)ccc1OC(C)C(=O)N1CCCN(C(=O)C(C)Oc2ccc(Cl)cc2C)CC1 (stereo not drawn)
  30	-5	1	113	-23	-24	-5	7	-1.7	-30	·
> c1ccc2c(N3CCCC3)nc(-c3ccncc3)nc2c1
  17	-1	-3	115	-19	-6	12	-22	-2.5	-17	26
> CCC(C)NC(=O)CO/N=C/c1ccc(C(=O)OC)cc1 (stereo not drawn)
  -9	11	-5	101	-11	-5	20	-8	0.2	9	-1
> COc1ccc(/C=C2\SC(=O)N(CC(=O)NN3CCN(C)CC3)C2=O)cc1OC
  40	-3	·	80	-10	-10	-4	-1	0.1	-40	4
> COC(=O)/C=C/c1ccsc1NC(C)=O
  -25	-1	1	84	-6	2	-16	-8	0.1	25	0
> CC(OC(=O)c1cccc(-n2cnnn2)c1)C(=O)Nc1cccc(Cl)c1 (stereo not drawn)
  -9	-10	-3	104	319	-10	14	4	-0.1	9	-11
> Cc1ccc(NC(=O)CCn2cnc3ccccc3c2=O)c(C)c1
  -7	-8	0	110	141	-3	-10	-4	-1.1	7	2
> COc1ccc(/C=C2\NC(=S)N(CC3CCCO3)C2=O)c(OC)c1 (stereo not drawn)
  13	9	·	97	-5	0	18	0	4.9	-13	52
> COCc1c(C(=O)OCC(=O)Nc2ccc(OC(F)F)cc2)oc2ccccc12
  -6	6	·	111	-1	0	-7	2	0.3	6	2
> CCOC(=O)c1c(NC(=O)CSc2nnc(N)s2)sc(C)c1-c1ccc(C)cc1
  10	-12	2	115	406	-3	0	-8	-3.8	-10	2
> CCCOc1cccc(-c2nnc(N)s2)c1
  -5	3	1	122	22	-5	2	7	2.0	5	31
> CC(C)(C)NC(=O)CN1CCC(NC(=O)C23CC4CC(CC(C4)C2)C3)CC1
  -19	-10	1	99	-10	-12	43	-15	-3.1	19	4
> CCOC(=O)Nc1ccc(OC)c([N+](=O)[O-])c1
  -2	0	-8	104	24	-3	24	-5	-1.7	2	-9
> CSc1c(CC(=O)Nc2ccccc2C(F)(F)F)n(Cc2ccccc2)c2ccccc12
  -9	-2	·	107	7	-4	0	1	1.0	9	3
> Cc1cccc(CN2CCN(Cc3ccc(-n4cccn4)cc3)CC2CCO)n1 (stereo not drawn)
  ·	-18	-294	105	-2	0	4	-11	-0.5	·	-5

Complete entries, looked up by structure. Order of values: SR-BI DiI inh, PKA-R1A activ, NSD2 inh, DSG3 Ab inh, SUMO Mot1 rescue, dFosB activator, Arrestin-AP2 inh, PKA-R2B act, CDK5 p35 inh, SR-BI DiI-HDL act, MITF act
O=C(/C=C/c1ccc2ccccc2n1)c1cc(Cl)ccc1O across the screens: 21, -6, -2, 118, 4, -9, 14, -10, 0.4, -21, 13
CC(OC(=O)c1cccc(-n2cnnn2)c1)C(=O)Nc1cccc(Cl)c1 (stereo not drawn) across the screens: -9, -10, -3, 104, 319, -10, 14, 4, -0.1, 9, -11
COCCn1c(C)cc(C(=O)CSc2nc3nc(C)cc(C)n3n2)c1C across the screens: -19, -6, 1, 99, -14, 5, 32, 8, 1.2, 19, 4

Other records:
Values in the order – SR-BI DiI inh	PKA-R1A activ	NSD2 inh	DSG3 Ab inh	SUMO Mot1 rescue	dFosB activator	Arrestin-AP2 inh	PKA-R2B act	CDK5 p35 inh	SR-BI DiI-HDL act	MITF act
> O=c1cc(N2CCOCC2)[nH]c(=O)n1Cc1ccc(F)cc1
  -231	-3	·	96	4	6	-3	0	1.1	231*	-7
> CCC(=O)c1c[nH]c(C(=O)N2CCN(c3ccccc3)CC2)c1
  -4	-5	2	100	6	-3	6	-10	0.7	4	-2
> COc1ccc(S(=O)(=O)N2CCN(C(=S)NCC3CCCO3)CC2)cc1OC (stereo not drawn)
  -7	-3	-5	104	4	1	-8	-2	0.2	·	5
> c1ccc2sc(-c3ccncc3)nc2c1
  ·	8	0	105	3	-17	-3	7	-0.7	·	70
> CCCCCCCNC(=O)c1ccc(N2CCC3(CC2)OCCO3)c([N+](=O)[O-])c1
  36	-3	7	95	-3	-9	-11	-9	·	-36	2
> Cc1cccc2nc(-c3cccnc3)c(NCCC(C)C)n12
  27	-8	0	97	13	-9	20	10	1.2	-27	-1
> O=S(=O)(c1ccc2c(c1)CCC2)N1CCNCC1
  -17	15	-1	96	·	0	-8	-1	1.4	17	2
> Cc1ccc2c(C(=O)CNc3nncs3)c(C)[nH]c2c1
  32	-8	0	108	-3	-3	20	14	0.2	-32	1
> CC1=NN(c2ccccc2)C(=O)C1(C)C
  9	0	-1	97	6	-1	19	-3	-2.0	-9	-8
> CCOC(=O)C(C)Sc1nnc(Cn2c(=O)sc3ccccc32)n1-c1ccccc1 (stereo not drawn)
  -8	-8	·	107	-19	-13	13	-9	0.8	8	·
> CCOc1ccc(NC(C)=O)cc1[N+](=O)[O-]
  -1	-17	-1	108	-3	1	2	-1	0.1	1	10
> CC(OC(=O)Cc1ccccc1F)C(=O)Nc1ccc(Cl)cn1 (stereo not drawn)
  13	5	-2	101	·	3	1	-16	0.9	-13	3
> COc1cccc2c1N1C(=O)c3c(C(=O)O)cccc3C1CC2(C)C (stereo not drawn)
  -8	6	101*	100	·	3	-8	4	-0.3	8	-6
> CC(C)NS(=O)(=O)c1ccc(N2C(=O)c3ccccc3C2=O)cc1
  -15	7	0	100	-12	-4	9	7	0.1	15	4
> COc1ccc(Cc2cc(-c3ccc(F)cc3)n[nH]c2=O)cc1
  -14	·	0	96	-8	-9	11	·	-0.2	14	·
> O=C(NC1CC1)[C@@H]1CSC2c3ccccc3C(=O)N21 (stereo partly drawn)
  -6	-10	-1	97	-2	-2	-2	3	·	6	0
> COc1ccccc1C(=O)Nc1cccc(S(=O)(=O)N2CCCC2)c1
  -19	1	12	98	·	-11	27	-5	-1.0	19	-5
> O=Cc1c(C(=O)O)n(CC(=O)O)c2ccccc12
  -24	4	0	99	5	5	14	1	-0.5	24	-9
> CCCCCOC(=O)Nc1nnc(CCC)s1
  -51	-3	-1	103	48	-4	28	1	-1.4	51	·

Hits appear at their usual frequency; any-hit rate near 4.7%.
